CXCR6 inh: CXCR6 (human) receptor inhibition; AID 602244; 360,000 compounds, 0.36% hits; inhibition, % at 20 µM; O00574; CHO-K1 PathHunter CXCR6 beta-arrestin, luminescence; in the data active = inhibition above about 34%, passing the limit was not always enough;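 note: antagonist mode with CXCL16 agonist at 10 nM final; 0% = 10 nM CXCL16 with DMSO and 100% = unstimulated wells without agonist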
Target sequence (O00574 whole entry, looked up): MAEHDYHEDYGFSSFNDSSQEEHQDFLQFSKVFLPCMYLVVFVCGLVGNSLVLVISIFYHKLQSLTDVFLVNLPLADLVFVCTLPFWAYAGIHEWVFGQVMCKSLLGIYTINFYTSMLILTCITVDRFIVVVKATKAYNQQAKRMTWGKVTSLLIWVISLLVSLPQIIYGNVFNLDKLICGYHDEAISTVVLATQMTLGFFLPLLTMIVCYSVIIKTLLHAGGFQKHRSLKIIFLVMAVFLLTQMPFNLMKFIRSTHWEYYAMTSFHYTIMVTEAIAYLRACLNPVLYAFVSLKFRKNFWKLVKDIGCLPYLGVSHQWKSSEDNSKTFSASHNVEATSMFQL
MPTP block: blocks calcium-induced mitochondrial swelling | isolated mouse mitochondria, Ca2+ swelling absorbance, 30 min | inhibition, % at 10 µM | 360,000 compounds, 1.4% hits | AID 602449;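 active = inhibition of 50% or more, scaled per plate between neutral and stimulator controls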;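 note: 0% = DMSO wells given calcium and 100% = 1 mM EGTA wells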
CCR6 antagonist: antagonists of human CCR6 receptor. AID 493098. inhibition, % at 20 µM. CHO-K1 CCR6 PathHunter beta-arrestin, luminescence, CCL20-stimulated. 340,000 compounds, 0.49% hits. P51684;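 active = compounds whose inhibition of the agonist-driven luminescence signal at 20 µM reaches about 50%, limit read from the data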;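 note: cells stimulated with CCL20 at 14 nM final; plate controls were DMSO with CCL20 for no effect and DMSO without agonist for full effect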
Target sequence (P51684 whole entry, looked up): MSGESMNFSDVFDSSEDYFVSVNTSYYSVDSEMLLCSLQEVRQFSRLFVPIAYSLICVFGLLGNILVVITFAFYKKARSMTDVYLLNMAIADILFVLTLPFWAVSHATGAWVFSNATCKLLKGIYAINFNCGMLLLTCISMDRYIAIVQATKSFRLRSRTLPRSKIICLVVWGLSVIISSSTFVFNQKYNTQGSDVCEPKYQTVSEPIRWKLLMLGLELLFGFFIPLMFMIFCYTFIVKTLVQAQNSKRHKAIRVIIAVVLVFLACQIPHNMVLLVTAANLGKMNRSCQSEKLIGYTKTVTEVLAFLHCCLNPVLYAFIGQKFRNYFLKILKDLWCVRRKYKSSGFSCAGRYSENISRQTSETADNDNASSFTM
EBI2 antag: antagonists of human EBI2 receptor. P32249. EBI2 beta-arrestin recruitment, luminescence, 7a,25-OHC stimulated. inhibition, % at 5 µM. 360,000 compounds, 0.81% hits. AID 651636; in the data active = inhibition above about 38%;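 note: enzyme fragment complementation signal reports receptor beta-arrestin coupling in cells; 0% = agonist plus DMSO wells and 100% = wells without agonist; some results beyond the cut were filed as inactive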
A3G deaminase: blocks human APOBEC3G single-stranded DNA deamination; Q9HC16; recombinant A3G, ssDNA deamination FAM/TAMRA fluorescence; inhibition, % at 20 µM; 330,000 compounds, 0.28% hits;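 active = inhibition of at least 40% at 20 µM, with no more than 30% in the related APOBEC3A deaminase screen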;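 note: plate controls were DMSO wells with A3G for no effect and wells lacking A3G enzyme for full effect; some compounds called inactive have numbers as strong as hits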
Target sequence (Q9HC16 whole entry, looked up): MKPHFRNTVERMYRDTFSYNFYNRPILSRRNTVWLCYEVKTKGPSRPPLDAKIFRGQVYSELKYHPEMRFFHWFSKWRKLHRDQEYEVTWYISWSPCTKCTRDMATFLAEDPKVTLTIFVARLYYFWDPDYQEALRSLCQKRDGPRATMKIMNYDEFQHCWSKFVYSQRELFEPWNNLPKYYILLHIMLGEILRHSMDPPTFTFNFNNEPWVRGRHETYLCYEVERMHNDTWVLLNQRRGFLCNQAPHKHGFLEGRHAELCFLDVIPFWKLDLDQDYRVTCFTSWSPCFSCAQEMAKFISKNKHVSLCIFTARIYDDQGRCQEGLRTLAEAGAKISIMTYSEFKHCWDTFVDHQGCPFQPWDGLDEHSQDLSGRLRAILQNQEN
Gli-Sufu antag: antagonists of Gli-Sufu signaling | Sufu-KO-LIGHT fibroblasts, Gli luciferase reporter luminescence | inhibition, % at 5 µM | 340,000 compounds, 0.74% hits | AID 588413;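 active = inhibition above about 55%, limit read from the data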;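 note: 0% = DMSO-treated cells and 100% = wells with medium but no cells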
NR3A LBD binder: NR3A (human) ligand-binding domain modulation; NR3A LBD differential scanning fluorimetry, Tm shift; 0% = protein alone, 100% = glycine-bound protein; Tm shift relative to glycine control, % at 25 µM; 340,000 compounds, 2.5% hits; AID 1259313;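 active = melting temperature shift of at least 10% of the positive control shift, at one fixed dose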
APOBEC3A inh: inhibitors of human APOBEC3A DNA deaminase; P31941; recombinant A3A, FAM/TAMRA ssDNA deamination fluorescence; inhibition, % at 20 µM; 330,000 compounds, 0.41% hits; AID 493011;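 active = at least 40% inhibition at 20 µM here, with at most 30% in a related deaminase screen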;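 note: plate controls were A3A with DMSO for no effect and wells lacking A3A enzyme for full effect; some results filed as inactive read as strong as hits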
* hit, by the source's call; nt = not tested or not shown; & = joins results of further samples.

SMILES	CXCR6 inh	MPTP block	CCR6 antagonist	EBI2 antag	A3G deaminase	Gli-Sufu antag	NR3A LBD binder	APOBEC3A inh
Cc1ccc(C(=O)N/N=C\c2ccccn2)cn1	-19	0.6	-10	-5	-7	-19	-4	-1
CCOC(=O)c1sc(NC(=O)c2ccccc2OCC)nc1C	6	-1.0	14	19	-1	-30	-2	5
O=C(Cc1cccs1)Nc1nc(-c2ccc(F)c(F)c2)cs1	-25	3.7	-11	7	-9	-19	-9	-2
Cc1ccc(S(=O)(=O)N2CCN(c3ccc([N+](=O)[O-])c(NCCN4CCOCC4)c3)CC2)cc1	11	0.9	10	1	-1	-12	-2	-1
CCOc1ccccc1-c1nc(-c2cc3ccc(C)cc3[nH]c2=O)no1	-8	12	-42	-2	-12	-12	-2	-1
Cc1c(C(=O)N(C)CCOc2ccccc2)oc2c(Cl)cccc12	1	0.6	15	14	-8	-9	0	-5
C=CC(=O)Nc1cccc(Oc2ccnc3[nH]ccc23)c1	5	4.5	13	-6	nt	-13	-21	nt
COc1ccc(C(Sc2ccccc2)c2ccccc2)cc1OC (centres undefined)	6	-2.7	14	6	14	-4	-3	6
COc1ccc(Nc2nc(NCCO)nc(N3CCCC3)n2)cc1	-5	-0.4	4	-3	-3	3	-3	-3
CCOc1ccc(C(=O)OC2CCCN(C)C2)cc1 (centres undefined)	-10	0.1	4	-1	-2	11	2	-8
COc1ccc(S(=O)(=O)NC(C(=O)OCC(=O)Nc2ccc(N3CCOCC3)cc2)C(C)C)cc1 (centres undefined)	-4	-0.6	1	12	nt	7	0	nt
N#C/C=C1\n2c(nc3ccccc32)OC12CCCCC2	-4	-1.3	14	0	-7	-3	-1	-2
CC(=O)C1=C(O)C(=O)N(CCC(=O)O)C1c1ccccc1[N+](=O)[O-] (centres undefined)	-2	-1.3	-2	-11	-9	-1	0	-4
O=C(NCCSCc1ccco1)Nc1cccc(Cl)c1	-2	79*	8	6	1	-26	-1	-4
COc1cccc(-c2nc(CS(=O)(=O)CC(=O)NCCc3ccc(C)cc3)c(C)o2)c1	1	1.4	24	4	7	18	2	5
CCC1C(=NO)C(CC)C(c2ccccc2)NC1c1ccccc1 (centres undefined)	5	9.2	35	36	-14	6	-2	3
O=C(C[C@H]1C/C=C\C[C@@H](Cc2ccc(F)cc2)C(=O)OC[C@@H]2CCCN2C1=O)NCCO	0	0.2	8	-4	-5	19	3	-2
COC(=O)c1cc(=O)n(Cc2cccs2)c(=Nc2ccccc2)s1	6	0.6	16	25	-6	10	2	-1
CSCc1ccc(C(=O)NC2CC(C)(C)Cc3c2cnn3-c2ccc(F)cc2)o1 (centres undefined)	-3	1.6	12	-9	-7	3	-3	-4
Cc1ccc(-n2nc3c(=O)n(CC(=O)NCc4ccccn4)nc(C)c3c2C)cc1	-1	-1.6	1	7	-2	5	1	-3
O=C(CN1C(=O)CSc2ccccc21)N/N=C/c1ccco1	0	-0.9	11	-9	0	-3	2	-5
COc1cc(C2C(C(=O)c3cc4ccccc4o3)=C(O)C(=O)N2CCN2CCOCC2)ccc1OCCC(C)C (centres undefined)	10	-1.4	-2	0	-1	0	-2	-3
COc1ccc(OCc2nc(N)nc(Nc3ccc(C)cc3)n2)cc1	-9	-0.4	-2	32	-5	-27	0	-7
Cc1ccc(C)n1-c1ccsc1C(=O)CC#N	0	-1.0	11	-14	-11	2	-1	-4
CC1=C(C(N)=O)C(c2cccnc2)n2nc(SCc3ccccc3Cl)nc2N1 (centres undefined)	-20	-1.3	18	0	3	58*	-1	1

A stretch from the list above, as a working copy:
SMILES	CXCR6 inh	MPTP block	CCR6 antagonist	EBI2 antag	A3G deaminase	Gli-Sufu antag	NR3A LBD binder	APOBEC3A inh
CSCc1ccc(C(=O)NC2CC(C)(C)Cc3c2cnn3-c2ccc(F)cc2)o1 (centres undefined)	-3	1.6	12	-9	-7	3	-3	-4
Cc1ccc(-n2nc3c(=O)n(CC(=O)NCc4ccccn4)nc(C)c3c2C)cc1	-1	-1.6	1	7	-2	5	1	-3
O=C(CN1C(=O)CSc2ccccc21)N/N=C/c1ccco1	0	-0.9	11	-9	0	-3	2	-5
COc1cc(C2C(C(=O)c3cc4ccccc4o3)=C(O)C(=O)N2CCN2CCOCC2)ccc1OCCC(C)C (centres undefined)	10	-1.4	-2	0	-1	0	-2	-3

The list continues:
SMILES	CXCR6 inh	MPTP block	CCR6 antagonist	EBI2 antag	A3G deaminase	Gli-Sufu antag	NR3A LBD binder	APOBEC3A inh
C/C(O)=C(/C#N)c1nc2ccccc2[nH]1	2	-1.7	13	-9	-6	12	0	-7
Cc1ccc(C)c(-n2c(SCC(=O)N3CCC(C(=O)O)CC3)nnc2-c2cccc(Cl)c2)c1	-2	-1.5	-6	2	-9	-4	-1	-2
C[n+]1c2n(c3ccccc31)N=C(c1ccc(Cl)cc1)CS2	8	3.6	8	8	-2	61*	-1	-3
C=CCOC(=O)C1=C[C@H](c2cn(C(C)=O)c3ccccc23)C[C@H](OCc2ccc(CO)cc2)O1	1	0.9	11	-14	-5	4	-10	-2
CCCCn1c(=O)[nH]c(=O)c2c1nc(-c1ccc(OC(F)F)c(OC)c1)n2C	-4	-3.0	8	-14	-9	9	1	-3
CCOc1ccc(N2CC(C(=O)N3CCCC3)CC2=O)cc1 (centres undefined)	-5	-1.4	7	-4	-14	-1	0	0
CCOC(=O)c1cc2c(=O)n3cccc(C)c3nc2n(CC2CCCO2)c1=NC(C)=O (centres undefined)	0&4	-0.4&-0.9	12&10	7&-16	-2	3&7	-2&0	0
Cc1nn(S(=O)(=O)N2CCOCC2)c(C)c1Br	1	-2.6	2	-5	-1	0	0	0
COc1ccc(CNC(=O)c2nn(C)c3c2CS(=O)(=O)c2ccccc2-3)cc1	-5	-1.7	11	0	-4	3	1	-3
COC(=O)COc1ccc(S(=O)(=O)Nc2ccc(C(N)=O)cc2)cc1Cl	-6	-2.4	6	-1	-6	-3	1	-3
COc1ccc(C2=NS(=O)(=O)N(C)C(C(=O)NCc3cccs3)=C2)cc1OC	5	-0.1	15	2	-1	20	2	-4
Cc1ccc2nc(SCC(=O)c3ccc(Cl)cc3)nc(=O)n2c1	-9	-3.3	-4	7	-9	-8	0	-11
COc1cc2c(cc1OC)/C(=C/C(=O)N1CCOCC1)NC(C)(C)C2	nt	nt	-3	nt	-4	-4	11*	-5
CCCC(=O)N1CC(=O)Nc2ccc(C)cc2C1c1ccc(F)cc1 (centres undefined)	4	0.3	13	-4	-7	5	-3	-1
Cc1ccc(-c2cc(C(=O)N/N=C/c3ccco3)n[nH]2)s1	-11	-1.2	8	-8	-1	-5	5	-1
CCN(CC)CCCN1C=C2C(=O)C(C)(OC(=O)CCc3ccccc3)C(=O)C=C2C=C1c1ccc(C#N)cc1 (centres undefined)	-21	-1.5	-24	-11	-9	3	-4	-4
CCn1c(-c2cccc(S(=O)(=O)N3CCCC3)c2)n[nH]c1=S	-5	-0.1	5	3	51*	-2	2	1
CCC(C)(C)n1nnnc1C(c1ccccn1)N1CCCCC1 (centres undefined)	-2	-0.5	2	1	-5	3	4	-4
CC(=O)c1ccc(NS(=O)(=O)c2ccc(-c3cnc(C4CC4)o3)cc2)cc1	-2	2.3	-6	-13	-1	-9	-24	1
CCONC(=O)Nc1ccccc1	2	-0.2	1	-1	-3	-8	0	2
CNc1c(C(=O)O)ccc2c1C(=O)c1ccccc1C2=O	34	-0.9	53*	-3	-6	7	-2	2
C/C(N)=C(/C#N)C(=O)COC(=O)C1CCN(S(=O)(=O)c2cccs2)CC1	1	-1.0	8	-4	-4	1	6	-4
COc1ccc(/C=C/c2noc(-c3ccccc3OC(C)=O)n2)cc1	-4	0.8	7	-9	-3	-32	-3	0
CCN(CC(=O)NCc1cccs1)C(=O)/C=C/c1cc(OC)c(OC)c(OC)c1	-2	-0.1	6	14	0	2	-1	3
Cc1ccc(OCCN2C(=O)C(=O)c3cccc(C)c32)cc1	14	-1.8	28	4	-4	0	0	1
SMILES	CXCR6 inh	MPTP block	CCR6 antagonist	EBI2 antag	A3G deaminase	Gli-Sufu antag	NR3A LBD binder	APOBEC3A inh
O=C(NC(=S)NNS(=O)(=O)c1ccccc1)c1ccc([N+](=O)[O-])cc1	-8	3.0	7	9	-3	0	-10	2
O=C(COc1cccc(-n2cnnn2)c1)Nc1ccc([N+](=O)[O-])cc1	1	-0.8	7	8	-3	-14	-2	-2
Cc1ccc(C2=NS(=O)(=O)N(C)C(C(=O)NC3CCCCC3)=C2)cc1	0	-1.0	1	17	0	0	1	0
CN(c1ccc(OCC(=O)N2CCCC2)cc1)S(=O)(=O)c1ccc(Cl)cc1	4	-0.2	24	5	-10	0	2	-6
COc1cc(OC)cc(C(=O)Nc2ccc3nc4n(c(=O)c3c2)CCCCC4)c1	-5	-0.3	-9	-2	-2	-6	-3	-1
Cc1sc2nc(CSc3nc4ccccc4c(=O)n3CCCN3CCOCC3)[nH]c(=O)c2c1C	4	-1.0	-4	12	-4	2	-2	-1
CCC(=O)NC1=C(Nc2ccc(N)cc2)C(=O)c2ccccc2C1=O	-18	4.8	1	-21	-4	-39	-1	0
CC(=O)N1CCC2(CC1)C/C(=N\NC(=S)Nc1ccccc1F)c1cc(O)ccc1O2	9	-1.0	8	2	-4	8	-5	3
O=C1CCC[C@@H]2[C@H]3CCC[N+]4([O-])CCC[C@@H](CN12)[C@@H]34 (some centres undefined)	-5	-0.4	-4	-9	-7	8	3	-2
COc1ccccc1/C=C\C=N\NC(=O)CCn1nnc2ccccc21	-3	0.6	8	-5	-11	0	0	-2
CSc1ncc(Cl)c(C(=O)Nc2cccc(C)c2)n1	7	0.1	16	-1	-6	29	-9	-3
O=c1[nH]c(/C=C/c2ccccc2F)nc2ccccc12	-2	-1.3	-5	-10	-9	-71	39*	0
Cc1nc(SCC(=O)NCCc2ccccc2)c2c(=O)n(C)c(=O)n(C)c2n1	-3	0.8	12	1	-4	0	1	-1
CC1=C(C(=O)OC2CCCC(C)C2)C(c2ccccc2)NC(=O)N1 (centres undefined)	-4	2.9	16	-6	3	23	-4	0
O=C(CCCOc1ccc(Cl)cc1Cl)N/N=C/c1cccc([N+](=O)[O-])c1	3	7.0	24	5	-2	4	1	3
Cc1cccnc1NC(=O)CN1C(=O)NC(C)(c2ccc3ccccc3c2)C1=O (centres undefined)	-8	-0.5	6	2	-3	2	0	0
CCOC(=O)C(CCCCP(=O)(c1ccccc1)c1ccccc1)(NC(C)=O)C(=O)OCC	-10	-1.4	6	0	-10	7	2	-3
CC1CCCN(C(=O)CSc2ncccn2)C1 (centres undefined)	-1	-0.3	5	3	-4	-17	0	1
C[C@@H](NC(=O)c1[nH]cnc1C(=O)Nc1ccc(Cl)cc1)c1ccccc1	13	-0.2	5	-28	-9	2	-1	-2
COc1ccc(Cl)cc1NC(=S)Nc1ccc(Cl)cn1	-6	1.4	-3	7	-3	2	16*	1
CC[C@@H](C)[C@@H]1CN([C@@H](CN2CCC[C@H]2CN2C(N)=NC[C@H]2CC(C)C)C(C)C)C(=N)N1CCc1ccc(Cl)c(Cl)c1	1	-3.5	1	-6	2	-4	-5	0
CC1CCN(CCCNC(=O)CCCNC(=O)Cn2cnc3sc4c(c3c2=O)CCCC4)CC1	-1	-1.1	16	-9	-4	17	2	-5
COc1cc(NC(=S)NC(=O)c2ccccc2F)ccc1NC(=O)c1ccco1	2	0.9	20	-7	5	-16	0	12
Cc1cccc(NC(=O)CCc2c(C)nn(-c3ccc(N4CCCCC4)nn3)c2C)c1	-16	-1.5	-7	15	-4	-22	1	-2
CC1CCN(CCc2nc3cc(NC(=O)NC4CCCCC4)ccc3n2C)CC1	3	-1.1	-9	1	1	0	-1	4
CN(C)S(=O)(=O)c1cccc(NC(=O)c2cccc(S(=O)(=O)N3CCCCCC3)c2)c1	-3	1.6	10	-12	-9	13	-4	-2
Cc1cccc(C)c1NC(=O)CN(C)C(=O)C(c1ccccc1)c1ccccc1	-7	4.0	14	4	-1	1	-1	1
O=C(N/N=C/c1ccc2nccnc2c1)c1ccncc1	6	1.1	-7	-3	0	2	-1	0
CCN(CCn1cccn1)C(=O)c1cc(COc2cccc3cccnc23)on1	1	-0.8	-4	2	-2	-23	-1	1

An unsorted share of the library; 5.8% or so of the library scored in one or more.
